TRHR ag – agonists of human TRH receptor; P34981; activation, % at 2 µM; AID 493084; TRHR cells, calcium flux fluo-8, FDSS agonist mode; hit rate 0.18% among 360,000; in the data active = activation above about 30%; also: 0% is about no effect
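Read-out: compound-evoked intracellular calcium rise in TRHR cells, fluo-8 dye, kinetic FDSS fluorescence at 1 s/cycle following a 10-cycle baseline. Cells cultured overnight before dye loading (30 min–1.5 h, RT).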
RXFP1 ag – activates the human relaxin receptor RXFP1; AID 2676; HEK293T-RXFP1 cAMP TR-FRET, 30 min; response scale: percent of porcine relaxin response, buffer zero; hit rate 0.3% among 370,000; Potency, µM (series often up to 57.5 µM), inactives show at the highest dose activation, actives largely listed as activators; Q9HBX9; also: potency is read from the fitted curve at half-maximal effect; % is scaled to controls: 0 for no effect and ±100 for the full control effect; nearly all actives have a fitted effect of over 60% in size; many of its hits are not listed in these tables
Target sequence (Q9HBX9 whole entry, looked up): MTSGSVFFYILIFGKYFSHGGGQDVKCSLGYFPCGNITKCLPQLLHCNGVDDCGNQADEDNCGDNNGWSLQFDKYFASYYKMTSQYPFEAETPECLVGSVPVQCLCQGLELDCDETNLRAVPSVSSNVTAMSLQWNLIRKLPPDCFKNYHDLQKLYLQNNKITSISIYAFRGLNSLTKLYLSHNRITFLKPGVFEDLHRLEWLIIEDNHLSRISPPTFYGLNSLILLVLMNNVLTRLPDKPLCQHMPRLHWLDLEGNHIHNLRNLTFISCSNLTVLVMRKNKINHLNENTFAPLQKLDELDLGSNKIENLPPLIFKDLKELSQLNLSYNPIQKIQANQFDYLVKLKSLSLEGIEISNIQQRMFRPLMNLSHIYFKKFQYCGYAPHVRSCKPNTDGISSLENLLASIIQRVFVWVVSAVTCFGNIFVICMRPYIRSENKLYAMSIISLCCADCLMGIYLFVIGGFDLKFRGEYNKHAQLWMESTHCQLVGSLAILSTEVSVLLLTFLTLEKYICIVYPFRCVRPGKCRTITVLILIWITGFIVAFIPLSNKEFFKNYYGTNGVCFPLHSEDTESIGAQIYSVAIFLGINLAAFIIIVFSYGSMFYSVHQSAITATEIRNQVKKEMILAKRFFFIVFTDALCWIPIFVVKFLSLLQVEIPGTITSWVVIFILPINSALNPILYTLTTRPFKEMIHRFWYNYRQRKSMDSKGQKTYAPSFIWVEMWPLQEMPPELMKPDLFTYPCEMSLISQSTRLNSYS
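HEK293T cells stably expressing RXFP1 were pretreated with the PDE4 inhibitor Ro 20174, exposed to compounds for 30 min at 37C, lysed, and cAMP was read by TR-FRET. Data normalized to buffer (basal) and 29 nM porcine relaxin (100%).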
RXFP1 antagonist – antagonists of human relaxin receptor RXFP1; HEK293-RXFP1, relaxin-stimulated cAMP HTRF, 30 min; stronger effect = lower value; Q9HBX9; activity change, negative = inhibition, % at 57.5 µM; hit rate 0.59% among 350,000; AID 1259400;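 active = activity change of -60% or lower, but not beyond a set lower limit; inconclusive = change between -60% and -40%, or beyond the set limit; inactive = change above -40%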; also: % is scaled to controls: 0 for no effect and ±100 for the full control effect
D2 PAM – positive allosteric modulators of human D2 dopamine receptor. P14416. HEK293 T-REx D2, calcium flux, EC20 dopamine potentiation. potentiation, % at 10 µM. hit rate 0.34% among 340,000. AID 485347;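 active = potentiation over 3 SD above the plate norm, cut at about 30% in these data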; also: 0% is about no effect
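Primary screen. Calcium kinetics in induced HEK293 T-REx D2 cells: compound pre-addition 180 s, EC20 dopamine, 180 s more.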
D1 antagonist – blocks dopamine activation of the human D1 receptor; activity change, negative = inhibition, % at 10 µM; hit rate 3.2% among 360,000; P21728; HEK293 TREx D1 cells, calcium flux, dopamine EC80; stronger effect = lower value; AID 504652; in the data active = activity change below about -30%; also: % is scaled to controls: 0 for no effect and ±100 for the full control effect
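HEK293 T-REx cells expressing inducible, force-coupled D1 receptor; no-wash Ca dye, 30–90 min RT. Cmpd → 180 s read at 1 Hz → EC80 DA → 180 s read.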
Anesthetic bind – candidate novel general anesthetic via apoferritin binding; hit rate 0.074% among 350,000; Potency, µM (top dose mostly 77.5 µM), for the others: at the top dose activity change, negative = displacement, usual class: inhibitors; P02791; apoferritin/1-aminoanthracene competitive binding, fluorescence; AID 485281; also: potency is read from the fitted curve at half-maximal effect; % is scaled to controls: 0 for no effect and ±100 for the full control effect; nearly all actives have a fitted effect of over 20% in size
Target sequence (P02791 2-175 limits assumed): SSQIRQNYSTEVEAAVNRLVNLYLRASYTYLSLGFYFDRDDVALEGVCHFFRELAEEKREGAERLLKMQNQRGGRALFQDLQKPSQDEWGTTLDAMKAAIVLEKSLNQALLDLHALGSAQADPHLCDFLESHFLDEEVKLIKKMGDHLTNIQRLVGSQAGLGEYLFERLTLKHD
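Horse-spleen apoferritin (10 uM) was mixed with 50% saturated 1-aminoanthracene in PBS, exposed to compounds for 10 min at room temperature, and read for fluorescence (ex 380 nm, em 535 nm). Competitive displacement was fitted with a four-parameter Hill equation.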
D1 agonist – agonists of human D1 dopamine receptor; P21728; HEK293 T-REx D1 cells, calcium flux, agonist mode; activation, % at 2 µM; hit rate 1% among 360,000; AID 504660; in the data active = activation above about 30%; also: 0% is about no effect
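Agonism was scored from calcium flux recorded over 180 s (1 read/s) after pintool compound addition, following a 10-cycle baseline. Cells were inducible force-coupled HEK293 TREx D1, plated overnight at 30 C and loaded with no-wash calcium dye.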
D1 potentiator – potentiators of human D1 dopamine receptor. HEK293 TREx D1 cells, calcium flux, dopamine EC20 potentiation. P21728. hit rate 0.036% among 360,000. potentiation, % at 10 µM; in the data active = potentiation above about 30%; also: 0% is about no effect
TRHR PAM – allosterically enhances the human TRH receptor; P34981; TRHR cells, fluo-8 calcium fluorescence, EC20 TRH enhancement; enhancement, % at 2 µM; hit rate 0.66% among 360,000; in the data active = enhancement above about 30%; also: 0% is about no effect
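Enhancer read-out: after compound pinning and an initial kinetic agonist-mode read, an EC20 of TRH (10 nM final) was injected and fluo-8 calcium signal (Ex 480/Em 530) followed at 1 s/cycle for 100 cycles in TRHR-expressing cells.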
The depositor's hits bear a star; ? = inconclusive; · = no result given; & = joins results of further samples; [ ] = remark or other dose. Unless noted, calls follow the shape of the dose curve; as a rule, active = well fitted curve in the direction sought with a large enough effect; inconclusive = small, poorly fitted or top-dose-only effect, or another doubt; inactive = no such curve, though single readings can be large; an effect the other way counts as inactive or inconclusive. An excerpt; the hit share may differ from the screen's.

SMILES	TRHR ag	RXFP1 ag	RXFP1 antagonist	D2 PAM	D1 antagonist	Anesthetic bind	D1 agonist	D1 potentiator	TRHR PAM
Cc1ccc(-n2c(C)cc(C(=S)N3CCOCC3)c2C)cc1C	-0.2	-1.4%	4	-1	7	-18%	0	-2	-2
Cc1cc(C)cc(NC(=O)N2CCNC(=O)C2CC(=O)Nc2cc(Cl)ccc2Cl)c1 (stereo unspecified)	-0.2	2.4%	-1	2	10	?	3	13	-10
CN(C)c1ccc(/C=C/c2c([N+](=O)[O-])c(=O)n(C)c(=O)n2C)cc1	-1.2	6.2%	-1	-6	6	7%	0	-3	1
Cc1cc(C)cc(NC(=O)CCN2CCCC2)c1	0.4	-0.7%	4	-23	-3	-10%	5	-2	2
COc1ccc(Cc2noc(CN3CCCN(C4Cc5ccccc5C4)CC3)n2)cc1OC	0.2	-0.4%	-1	·	2	-4%	1	-6	-2
CCOC(=O)C1CCC(CN(Cc2ccc(OC)cc2)S(=O)(=O)c2ccc(C)cc2)CC1 (stereo unspecified)	1.8	0.3%	-6	-9	0	126%[activator]	17	-2	-3
CCN(CC)CCCNC(=O)c1cn(C)c2ccc(S(=O)(=O)N(C)C3CCCCC3)cc2c1=O	0.4&-1.3	7.7%&6.4%	8&-6	4&-1	-2&-13	?	1&2	-5&-1	-5&7
Cc1cc2[nH]c3ccccc3c2cn1	-0.3	2.6%	0	-2	-11	-6%	14	0	-2
Cc1nnc(SCC2=C(C(=O)O)N3C(=O)C(NC(=O)Cc4ccccc4)C3SC2)s1 (stereo unspecified)	-0.1	0.2%	-18	12	-22	·	0	-11	-6
C#CCNC(=O)C1=C[C@@H](C2CC2)C[C@@H](OCCCCO)O1	0.0	3.2%	·	18	-11	-7%	3	2	-1
Cc1ccc(/C=C2\SC(=S)N(CCC(=O)NNC(=O)c3cccc(O)c3)C2=O)cc1	0.3	4.5%	-3	8	30	?	3	16	1
N#C/C(=C(/O)COC(=O)CSc1ccc2ccccc2c1)c1nc2ccccc2[nH]1	0.4	0.8%	·	-1	-15	-14%	10	-5	-10
COc1ccc2ccccc2c1/C=N/NC(=O)c1cc(C)[nH]n1	-0.4	-0.4%	-16	-1	-5	-16%	1	4	0
O=C(O)c1ccccc1NCc1ccsc1	0.1	4.8%	-11	-3	4	-3%	2	-9	4
Cc1ccc(NC(=O)COC(=O)c2cc(Cl)ccc2Cl)c(Br)c1	0.6	17%	-8	14	7	-6%	8	8	1
Cc1ccc(/C=N/NC(=O)CNC(=O)c2cccs2)cc1	0.9	-1.3%	-1	-5	11	?	0	-6	13
CC(NC(=O)C12CC3CC(CC(C3)C1)C2)C(=O)N/N=C/C1=C(N2CCOCC2)C(=C\c2cccc([N+](=O)[O-])c2)/CC1 (stereo unspecified)	0.3	-1.1%	1	3	9	-4%	3	-2	1
CC(Sc1ccc(Cl)cc1)C(=O)NCC(c1ccco1)N1CCCCC1 (stereo unspecified)	-0.1	-0.4%	-7	-7	-22	·	2	-3	-3
Cc1occc1C(=O)Nc1ccc(Br)cc1F	-0.4	-0.4%	6	-2	0	?	0	1	-2
Cc1cccc(N2CCN(C(=S)Nc3ccc4nc5n(c(=O)c4c3)CCCCC5)CC2)c1C	-0.1	0.3%	-6	13	-2	-6%	0	-2	1
CCSc1nnc2c(n1)OC(c1sccc1C)N(C(C)=O)c1ccccc1-2 (stereo unspecified)	-1.1	-2.6%	-13	1	3	-13%	1	0	1
O=C(N/N=C/c1ccc(Cl)cc1Cl)c1cccc(N2CCCC2=O)c1	-0.1	-1.9%	-8	20	-6	-10%	4	1	30*
O=C(NCCN1CCCC(O)C1)c1cc(COc2c(F)cccc2F)on1 (stereo unspecified)	0.3	1.2%	14	5	4	-8%	-1	2	4
Cc1ccc(Cl)cc1N1CCN(S(=O)(=O)c2ccc3[nH]c(=O)ccc3c2)CC1	-0.6	2.5%	-6	0	-89*	-17%	1	-15	1
CCCCn1c(N)c(N(CCOC)C(=O)C(C)Oc2ccc(Cl)cc2)c(=O)[nH]c1=O (stereo unspecified)	0.4	0.0%	1	2	11	·	13	-3	-4
Cc1cc(-c2nnc(CSc3nnc(NC(=O)c4ccc(C(C)(C)C)cc4)s3)o2)ccc1[N+](=O)[O-]	-0.2	-0.4%	0	-6	-5	-5%	1	-8	-4
CCOCCCNC(=O)c1cc(Sc2cccc(Cl)c2)nc2ccccc12	-0.6	6.4%	·	8	-60*	0%	7	-3	-12
CCOc1ccc(NC(=O)CSc2nnnn2-c2ccc(C(N)=O)cc2)cc1	0.2	-0.2%	2	-3	9	4%	1	2	-3
Cc1ccccc1CNC(=O)c1ccc2nc(C(C)C)oc2c1	-0.2	2.8%	0	2	1	-4%	6	-2	6
CCOC(=O)N1CCN(C(=O)c2ccc(Cl)c(S(=O)(=O)N3CCCC3)c2)CC1	-0.4	1.1%	6	3	-2	-9%	0	34*	2
COc1ccccc1/C=C/CN1CCN(Cc2ccc(C)o2)C(CCO)C1 (stereo unspecified)	-0.6	0.2%	0	-21	3	-11%	1	-6	-4
CCCC(=O)Oc1ccc(C2NC(=O)c3ccccc3O2)cc1 (stereo unspecified)	-0.3	0.5%	2	·	-14	-10%	0	-4	6
CCOC(=O)Cn1c(C)cc(COC)c(C#N)c1=O	1.4	-0.6%	-8	7	-9	0%	0	-6	6
CC(O)c1cccc(NC(=O)CCCc2ccccc2)c1 (stereo unspecified)	2.9	-0.6%	5	6	3	-14%	1	1	-3
CCN(CC)c1ccc(/C=N/OCC(=O)Nc2cccc(C)c2)cc1	0.4	-1.0%	10	-9	1	17%	0	0	-6
O=C(CN1C(=O)NC2(CCCC2)C1=O)OCCOc1cccc(Br)c1	0.0	-0.4%	-4	-10	9	·	3	1	-5
CCOC(=O)N1CCN(C(=O)CNC(=O)Cn2cnc3ccccc3c2=O)CC1	1.5	9.5%	-4	-3	-1	-8%	4	-8	-8
COc1ccc(-c2noc(CN(C)C(=O)c3ccoc3C)n2)cc1	-1.2	-2.0%	0	·	-20	2%	12	-3	4
CCN(CC)S(=O)(=O)c1ccc(O)c(C(=O)OCC(=O)N2c3ccccc3CC2C)c1 (stereo unspecified)	-0.4	0.6%	0	3	1	2%	5	6	-2
COC(=O)CCN(C1CCCCC1)S(=O)(=O)c1ccc(S(=O)(=O)NC2CCCCC2)cc1	3.0	-0.5%	0	-8	27	-12%	-1	8	4
C=CCn1sc(=N)c(C#N)c1N	-0.1	-0.2%	-4	-2	7	0%	-3	-3	4
COc1ccc2oc(C(=O)Nc3ccc(S(=O)(=O)N(C)C4CCN(C)CC4)cc3)c(C)c2c1	3.5	-3.4%	-20	-19	-49*	-24%	37*	-11	-4
O=C(Nc1cc(C(F)(F)F)ccc1Cl)c1ccc(NC(=O)C(F)(F)F)cc1	-0.1	4.8%	-9	0	-11	-13%	3	-5	1
COC(=O)c1c(-c2cccnc2)csc1NC(=O)c1cc(C)on1	2.2	0.5%	1	4	-8	-10%	-3	-4	1
Cc1cc(N2CCN(c3ccccc3)CC2)nc(-n2nc(C)cc2C)n1	-1.3	0.8%	3	-1	22	-17%	0	-4	-1
Cc1ccc(-c2nc3ccccc3c(=O)n2-c2c(C)n(C)n(-c3ccccc3)c2=O)cc1	0.7	0.4%	-1	-1	-17	1%	0	-2	3
Cc1ccc(-c2csc3ncn(Cc4ccc(C(=O)O)cc4)c(=O)c23)cc1C	0.5	5.1%	-1	9	9	-8%	2	1	9
O=C(CNC(=O)c1ccc(S(=O)(=O)N2CCCC2)cc1)N/N=C/c1ccccc1Cl	-1.0	3.5%	-7	-11	-1	-10%	2	-6	1
CCN(CCNC(=O)C1CCC(=O)N1Cc1ccc(C)cc1)c1ccccc1 (stereo unspecified)	1.7	2.7%	1	-1	4	-9%	4	-8	-7
Cc1c(Cc2ccccc2)c(=O)oc2cc(O)cc(O)c12	-0.5	18%	8	-2	-4	321%[activator]	13	-8	-10

(continued)
SMILES	TRHR ag	RXFP1 ag	RXFP1 antagonist	D2 PAM	D1 antagonist	Anesthetic bind	D1 agonist	D1 potentiator	TRHR PAM
CC(C)CC(C(=O)O)N1C(=O)[C@@H]2[C@H](C1=O)[C@@H]1C[C@H]2C(Br)C1Br (stereo partly specified)	0.0	1.3%	-5	-2	3	1%	3	-3	16
Cc1ccc(/C=N/n2c(-c3cccnc3)n[nH]c2=S)s1	-1.5	0.4%	10	29	12	8%	-1	1	9
O=C(c1ccc2c(c1)CCCC2)N1CCN(c2nc3c(F)cccc3s2)CC1	-0.2	-0.7%	15	2	·	-5%	0	-2	2
CC(=O)c1ccc(CCCC(=O)O)cc1	0.3	-1.3%	-15	11	8	-5%	1	-7	21
Cc1ccc(S(=O)(=O)N2CCC3(CC2)OCCN3S(=O)(=O)c2cccs2)cc1	-0.1	0.0%	-5	·	8	·	6	-6	0
Cc1c(Cl)cccc1NC(=O)Cn1cnc2nc3c(cc2c1=O)CCCC3	-0.5	3.2%	-10	3	13	-5%	1	-1	-2
CC1(C)Cc2ccccc2C(=NCCCCCC(=O)O)N1	-0.6	-2.5%	·	10	-3	-3%	1	-7	-3
O=C(c1sc2ccccc2c1Cl)N1CCN(c2ccccn2)CC1	-0.4	2.8%	-8	-12	-13	-6%	2	-8	1
CCC(C)[C@H](NC(=O)N1CC(=O)Nc2ccccc21)C(=O)N[C@@H](Cc1c[nH]c2ccccc12)C(=O)O (stereo partly specified)	0.4	1.4%	·	3	7	0%	2	3	2
O=C(CSc1cccc2cccc(Cl)c12)NC1=NCCS1	0.7	6.5%	?	-8	-4	-4%	2	-5	9

Some of these compounds in order of number of heavy atoms, lowest first.
SMILES	TRHR ag	RXFP1 ag	RXFP1 antagonist	D2 PAM	D1 antagonist	Anesthetic bind	D1 agonist	D1 potentiator	TRHR PAM
Cc1ccc(/C=N/n2c(-c3cccnc3)n[nH]c2=S)s1	-1.5	0.4%	10	29	12	8%	-1	1	9
CC1(C)Cc2ccccc2C(=NCCCCCC(=O)O)N1	-0.6	-2.5%	·	10	-3	-3%	1	-7	-3
O=C(c1ccc2c(c1)CCCC2)N1CCN(c2nc3c(F)cccc3s2)CC1	-0.2	-0.7%	15	2	·	-5%	0	-2	2
